S100A4 inh HTS – inhibitors of S100A4-myosin IIA peptide binding, primary screen, biochemical, fluorescence polarization, TAMRA-MyoIIA peptide; Protein S100-A4 (Homo sapiens), P26447; inhibition, % at 10.7 µM; 360,000 compounds, 0.14% hits; AID 652163, 2013;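 active means mean inhibition of at least 70% across replicates, with every replicate also reaching that level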
Target sequence (P26447 whole entry, looked up): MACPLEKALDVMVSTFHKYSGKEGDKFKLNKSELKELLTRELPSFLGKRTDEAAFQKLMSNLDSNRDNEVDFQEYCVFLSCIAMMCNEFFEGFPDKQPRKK
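assay system = human S100A4 monomer with TAMRA-labelled myosin IIA peptide | also added = labelled myosin peptide probe, 5 nM | incubation = 5 min between mix addition and reading | control set = DMSO and TFP controls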
E-sel inducer – E-selectin induction in HUVECs, primary screen, imaging, HUVEC, immunofluorescence imaging, single point | normalized: neutral wells 0, TNF-alpha wells 100 | activation, % at 7.58 µM | 260,000 compounds, 0.37% hits | AID 686992, 2013;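 active means mean E-selectin-positive cell signal at least 10% of the positive control, reached in at least 60% of replicates, without over 20% cell loss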;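 further: in these data hits start at about 27%; measured in HUVEC primary endothelial cells; signal is the percent of cells scored E-selectin positive by PE staining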
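Test system: HUVEC | Signal: Immunofluorescence imaging | Read-out: Percent E-selectin-positive cells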
FN deposit inh – inhibitors of fibronectin matrix deposition, primary screen, AH1F cells, Alexa488-fibronectin fluorescence, plate reader | 350,000 compounds, 0.086% hits | inhibition, % at 12.6 µM | AH1F fibroblasts, overnight;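 active means mean inhibition across replicates of 30% or more, regardless of how many single replicates reach that level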;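 further: positive control wells lacked labelled fibronectin entirely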
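material = AH1F fibroblast monolayer depositing Alexa488-labelled fibronectin into matrix | amount = 10000 AH1F cells/well | buffer or medium = DMEM plus 2% serum, read in PBS | incubation = 1 h cell adhesion before compound, then overnight fibronectin incubation | detection = fluorescence at 485 nm excitation, 525 nm emission | evaluation = percent inhibition as loss of matrix-bound fibronectin fluorescence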
EWS-Fli block – EWS/Fli-driven NR0B1 reporter inhibitors, primary screen, A673 cells, NR0B1 luciferase, luminescence, MLPCN library | 350,000 compounds, 0.67% hits | viability-normalised | inhibition, % at 12.6 µM;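 active means mean inhibition of at least 50% after viability correction, with every replicate also passing that limit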;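 further: firefly luciferase signal divided by Alamar Blue viability fluorescence both relative to DMSO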
XiGFP reactiv – activators of inactive X chromosome reactivation, primary screen, imaging, XiGFP fibroblasts, GFP high-content imaging, set 2 | XiGFP mouse fibroblasts, % GFP-positive cells imaging, 3 d; cells co-treated with 5-aza-dC sensitizer; scaled so ellipticine positive control = 100% | activation, % at 7.58 µM | 360,000 compounds, 0.055% hits | AID 743238, 2013;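 active means mean normalized replicate activation at least 10% and every replicate at or above 10%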;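 further: 0% = median of on-plate neutral control wells and 100% = ellipticine 6 µM median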
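Assay system – SV40-immortalized XiGFP fibroblast cells, line 68-5-11 · Buffer or medium – DMEM supplemented with 5-aza-dC as sensitizing agent · Dosing – one concentration, pinned · Benchmarks – positive control ellipticine, 6 µM final · Times – 3 days compound exposure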
RAD52 inh – RAD52 DNA annealing inhibitors, primary screen, biochemical, FRET, single point, set 2; 360,000 compounds, 0.46% hits; inhibition, % at 18.7 µM; DNA repair protein RAD52 homolog (Homo sapiens), P43351; recombinant RAD52 DNA annealing, FRET fluorescence;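 active means every replicate showing at least 50% inhibition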
RAD54 inh – inhibitors of human RAD54 branch migration, primary screen, biochemical, fluorescence, single point; DNA repair and recombination protein RAD54-like (Homo sapiens), Q92698; inhibition, % at 10.4 µM; RAD54 Holliday junction branch migration, FAM/BHQ fluorescence; AID 602329, 2012; 360,000 compounds, 0.14% hits;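 active means mean normalized replicate activity at least 40 and at least half of replicates scoring 40 or more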;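 further: 0% = median of neutral control wells and 100% = median of positive control wells; inhibitors cause a drop in the FAM fluorescence signal; in these data hits start at about 50%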
Target sequence (Q92698 whole entry, looked up): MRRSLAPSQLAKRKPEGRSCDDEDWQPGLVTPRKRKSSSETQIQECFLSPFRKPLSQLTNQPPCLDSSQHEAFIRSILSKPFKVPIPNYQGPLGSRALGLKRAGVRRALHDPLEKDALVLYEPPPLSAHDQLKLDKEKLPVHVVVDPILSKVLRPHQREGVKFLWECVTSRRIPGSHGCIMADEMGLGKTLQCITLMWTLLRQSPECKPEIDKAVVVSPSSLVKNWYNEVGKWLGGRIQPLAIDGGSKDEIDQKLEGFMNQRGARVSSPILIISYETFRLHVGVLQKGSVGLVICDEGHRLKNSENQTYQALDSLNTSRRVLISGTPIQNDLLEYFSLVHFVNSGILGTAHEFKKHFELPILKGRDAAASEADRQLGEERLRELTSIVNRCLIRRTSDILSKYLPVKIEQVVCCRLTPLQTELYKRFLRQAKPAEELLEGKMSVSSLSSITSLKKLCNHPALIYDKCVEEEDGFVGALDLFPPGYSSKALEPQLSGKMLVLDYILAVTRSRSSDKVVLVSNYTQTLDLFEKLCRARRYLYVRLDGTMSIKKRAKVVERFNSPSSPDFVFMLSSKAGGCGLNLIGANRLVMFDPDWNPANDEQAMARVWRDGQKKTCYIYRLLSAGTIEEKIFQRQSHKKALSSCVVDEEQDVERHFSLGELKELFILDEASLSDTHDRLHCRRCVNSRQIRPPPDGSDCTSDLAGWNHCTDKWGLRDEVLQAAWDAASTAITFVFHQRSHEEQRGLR
esBAF inh – Bmi1 luciferase reporter increase in mESCs, primary screen, esBAF inhibitor project, mouse ES cells, Bmi1 luciferase knock-in, single point. 24 h; 100% = twice the neutral-well signal. reporter increase, % at 12.5 µM. 350,000 compounds, 2% hits. AID 602393, 2012; in the data active means activation above about 40%;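 further: 0% = median of the plate's neutral control wells and 100% = double that signal; a rise in the Bmi1 reporter signal indicates esBAF inhibition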
Starred values were filed as active, the others as inactive; . = no result given; & = joins results of further samples. This is a random part of the collection; any-hit rate near 3%.

Values run as follows: S100A4 inh HTS	E-sel inducer	FN deposit inh	EWS-Fli block	XiGFP reactiv	RAD52 inh	RAD54 inh	esBAF inh
> O=C(O)c1cc(=S)nc[nH]1
    3	-0.4	-4	-20	0.2	-28	-3	8
> COCCCNC(=O)/C(C#N)=C/c1c(N2CCN(C)CC2)nc2ccccn2c1=O
    -2	0.0	-1	8	0.2	-13	-8	-4
> CCOc1ccccc1OCCCC(=O)N(CC)CC(=O)Nc1ccc(NC(C)=O)cc1
    0	-4.0	6	-2	0.0	-10	2	-1
> C[C@H](CO)N1C[C@H](C)[C@@H](CN(C)Cc2ccc(Oc3ccccc3)cc2)Oc2c(NC(=O)CCCCCC(=O)Nc3ccccc3N)cccc2C1=O
    -6	-2.5	.	27	0.5	19	.	.
> CCOc1ccccc1OCC(=O)OCc1csc(CC(=O)Nc2ccccc2C)n1
    -2	.	-2	-2	0.0	-17	-14	-1
> O=C(Nc1oc2ccccc2c(=O)c1-c1ccccc1)c1ccco1
    -4	-0.2	2	7	0.1	3	3	-8
> Cc1cc[n+](CCc2ccccc2)cc1C
    -1	.	-4	9	0.1	-4	0	11
> CCOC(=O)c1ccc(NC(=O)c2nc[nH]c2C(=O)N[C@@H](CC(C)C)C(=O)OCc2ccccc2)cc1
    10	-0.1	12	4	0.1	-15	-9	-6
> NCCNCCNCCN
    -3	-2.3	10	-3	0.2	94*	21	-1
> COC(=O)C[C@@H]1CC[C@@H]2[C@H](COc3ccc(NC(=O)c4cccs4)cc3C(=O)N2C)O1
    .	0.0	-5	38	0.0	.	-3	-4
> S=c1[nH]nc(C2CCCCC2)n1/N=C/c1ccc(Br)cc1
    -10	-0.1	-1	18	0.1	-6	-3	4
> C=CCn1c(=O)/c(=C/c2ccc(O)cc2)s/c1=C(/C#N)c1nnc2n1CCCCC2
    -4	.	.	4	.	-38	3	10
> Cc1cc(C)nc(N/N=C/c2cc3c(cc2[N+](=O)[O-])OCO3)n1
    -2	.	6	12	0.0	1	.	.
> Cc1cc(NC(=O)CSCC(=O)Nc2ccccc2Oc2ccccc2)no1
    0	.	8	-1	1.0	-17	.	.
> CN(Cc1ccccc1)S(=O)(=O)c1ccc(OCC(=O)NCc2ccncc2)cc1
    -1	.	-7	7	0.2	-22	5	1
> CCCNC(=O)Nc1ccc2c(c1)OC[C@H](C)N(Cc1ccccn1)C[C@H](C)[C@H](OC)CN(C)C2=O
    8	0.1	1	8	0.1	-7	0	0
> CC1CN(C(=O)Nc2ccc(F)cc2F)CC(C)O1 (stereo not given)
    -3	0.3	4	0	0.5	-8	0	.
> CC1Cc2ccccc2N1C(=O)CSc1nc(-c2ccco2)cc(C(F)(F)F)n1 (stereo not given)
    -1	.	.	4	.	0	-8	2
> CCOC(=O)CNC(=O)c1cc2c(=O)[nH]c3ccc(C)cc3c2s1
    -2	-0.3	2	5	0.0	-4	-8	-9
> C[C@H](CO)N1C[C@H](C)[C@@H](CN(C)C)Oc2cc(C#Cc3cccnc3)ccc2S1(=O)=O
    0	2.7	-7	-10	-0.2	7	7	0
> C[C@@H]1CN([C@H](C)CO)C(=O)c2cc(NC(=O)Cn3cnnn3)ccc2O[C@@H]1CN(C)S(=O)(=O)c1cn(C)cn1
    9	-0.1	3	1	-1.0	-8	-4	-4
> CC(=O)Nc1ccc(NC(=O)Cn2c(=O)n(-c3ccc(F)cc3)c(=O)c3oc4ccccc4c32)cc1
    -1	.	-6	-2	-0.1	-13	.	.
> Cc1ccc(C(=O)OCC(=O)NNC(=O)c2ccc([N+](=O)[O-])cc2)o1
    -3	-0.2	6	6	0.1	-7	1	-7
> O=C(C[C@@H]1C[C@H]2c3cc(NC(=O)NC4CCCC4)ccc3O[C@H]2[C@@H](CO)O1)NCc1ccc(Cl)cc1
    -4	-0.2	-11	0	0.1	0	1	5
> CC1CC(=O)N(C)c2cc([N+](=O)[O-])ccc2N1 (stereo not given)
    -6	.	.	7	-0.1	-14	-1	-2
> CC(NC(=O)COc1ccccc1)C(=O)NC1=NCCS1 (stereo not given)
    -1	.	.	5	.	-13	-5	-8
> COc1cccc(-c2nnn(CC(=O)N3CCC(C)CC3)n2)c1
    -2	.	-3	-22	0.0	5	-4	16
> CCOc1ccccc1OCCCC(=O)Nc1ccc(Cl)c(S(=O)(=O)N2CCOCC2)c1
    5	.	0	13	-0.1	-8	-19	-10
> CSc1ccc(CNc2ccc(Cl)cc2)cc1
    0	.	.	-55	.	-11	-1	38
> Cc1ccnc2c1ccc1ccccc12
    0	-0.2	3	-7	0.0	-8	3	15
> O=[N+]([O-])c1cc2c(c3cccnc13)COCO2
    0	0.0	-10	-4	0.0	-1	.	.
> CCC(C)(C)NC(=O)C(c1ccccc1Cl)N(C(=O)CCC(=O)Nc1cc(C)on1)c1ccc(NC(C)=O)cc1 (stereo not given)
    -7	0.8	-4	-1	0.5	-3	-6	-3
> CCN1C(=O)N[C@@H](c2cccs2)C(C(=O)OC)=C1C
    4	-0.1	-6	2	-0.1	-6	-2	-5
> C[C@@H]1CN([C@@H](C)CO)C(=O)c2cc(C#CC(C)(C)O)cnc2O[C@@H]1CN(C)Cc1ccccn1
    -10	-0.1	.	-9	0.4	-19	2	3
> CS(=O)(=O)N1CC(=O)N2[C@H](C1)[C@@H](c1ccc(C#Cc3ccc(F)cc3)cc1)[C@@H]2CO
    8	1.6	0	-2	0.2	-2	.	.
> COc1ccccc1N1CCN(S(=O)(=O)c2cn(C)c(=O)n(C)c2=O)CC1
    -3	-1.0	5	4	0.0	-5	-5	-1
> COc1ccc2cc3cc(C(=O)NCCN4CCc5ccccc5C4)sc3nc2c1
    14	0.2	4	-4	-0.1	-1	.	.
> CCc1nc2ccc(C(=O)Nc3cc(-c4ccccc4)ccc3OC)cn2c1N(C)CCC(C)C
    -13	0.1	.	22	-0.1	-98	2	-4
> O=C(C[C@@H]1CC[C@H]2[C@@H](COC[C@H](O)CN2CC2CCCC2)O1)NCC1CC1
    2	0.1	-13	-6	0.3	8	.	.
> CN(C)S(=O)(=O)c1cccc(NC(=S)N/N=C/c2ccco2)c1
    -1	0.6	1	-1	0.1	-27	1	5
> COc1ccc(-n2c(C)c(C)c3c(N)ncnc32)cc1
    -5	0.1	7	-8	0.7	-3	10	-9
> COC(=O)Nc1ccc(S(=O)(=O)NCCCCCC(=O)O)cc1
    3	-2.9	-7	3	0.0	-1	-8	1
> COc1ccc(S(=O)(=O)N[C@@H]2CC[C@@H](CCNC(=O)Cc3ccccn3)O[C@@H]2CO)cc1
    .	-0.1	0	-2	0.0	.	.	-3
> CC1OC2C(OC1C)N(S(C)(=O)=O)CCN2S(C)(=O)=O (stereo not given)
    -12	.	.	-7	.	-5	0	-1
> Cc1ccc(S(=O)(=O)N(CC(=O)Nc2ccccc2-c2ccccc2)c2ccc(C)cc2C)cc1
    .	.	3	.	0.1	.	-1	1
> CC1=C(C(=O)OCC2CCCO2)C(c2ccccc2)C2=C(CCCC2=O)N1 (stereo not given)
    -1	.	-7	9	0.0	-13	.	-7
> C/C=C/c1ccc(C2[C@H]3CNC[C@@H]2N3Cc2ccc(OC)cc2)cc1 (stereo not given in full)
    -4	0.2	1	1	0.0	4	.	.
> Clc1ccc(-n2nnnc2-c2cnc3ccc(Cl)cc3c2-c2ccccc2)cc1
    -3	0.3	0	9	-0.1	10	.	5
> CCC(=O)N(C)C[C@H]1Oc2ncc(C#Cc3ccncc3)cc2C(=O)N([C@@H](C)CO)C[C@@H]1C
    7&-2&-2	2.0&0.9	1&-10	1&15&8	0.2&-1.0	-9&-30&-10	-2&-8	-6&1&1
> Cc1ccc(-n2c(-c3cccs3)nc3nc4ccccc4nc32)cc1
    -8	4.8	0	.	0.2	-8	.	.

New compounds follow.
Values run as follows: S100A4 inh HTS	E-sel inducer	FN deposit inh	EWS-Fli block	XiGFP reactiv	RAD52 inh	RAD54 inh	esBAF inh
> C[C@H]1CN([C@@H](C)CO)C(=O)c2cccc(N(C)C)c2O[C@@H]1CN(C)S(=O)(=O)c1ccccc1
    -8	7.7	5	0	0.5	-10	7	-5
> C[C@H](CO)N1C[C@H](C)[C@H](CN(C)Cc2ccccc2)Oc2c(NS(C)(=O)=O)cccc2C1=O
    2	0.0	.	1	-0.5	-5	-14	2
> CCNC(=O)C1(C)CCCN(Cc2cccc3c(OC)cc(C(=O)OCC)cc23)C1 (stereo not given)
    0	-0.3	-11	-4	0.1	-10	-1	-7
> CCc1nnc2n1N=C(c1ccccc1)CS2
    -6	0.1	-12	0	0.2	-14	-16	-3
> COC(=O)[C@H](C)NC(=O)NC(C)CCc1ccccc1 (stereo not given in full)
    3	.	.	-1	.	-12	-5	-5
> Cc1ccccc1OCC(O)Cn1c(=N)n(Cc2ccccc2)c2ccccc21 (stereo not given)
    1	-0.1	9	33	0.2	25	11	.
> Cc1cccc(S(=O)(=O)N2CCCCN3[C@H](CO)[C@H](c4ccc(-c5cccnc5)cc4)[C@@H]3C2)c1
    -4	0.1	.	.	0.2	1	-10	.
> COc1ccc(C(=O)CC2OC(=O)c3ccccc32)cc1OC (stereo not given)
    0	.	10	.	.	2	-6	-2
> CO[C@@H](CN(C)C(=O)Nc1ccc(C(F)(F)F)cc1)[C@H](C)CN(Cc1ccccc1Cl)[C@H](C)CO
    -17	1.1	16	13	0.1	11	0	-7
> O=C(N/N=C/c1cc(Br)c(Br)o1)c1ccc2c(c1)OCCO2
    19	6.5	1	-118	0.0	-26	2	58*
> Cc1cc(N)n2nc(-c3ccccc3)cc2n1
    -30	.	-17	-20	0.0	-21	7	.
> CCCOC1CCCN(C(=O)CCc2nnc(-c3ccc4c(c3)OCO4)o2)C1 (stereo not given)
    -4	-0.1	.	-67	0.3	-15	4	39
> CCOC(=O)c1ccc(NC(=O)c2nc[nH]c2C(=O)NCc2ccccc2)cc1
    -1	0.4	-2	10	0.0	-9	-1	-1
> COc1ccc(C2SCC(C(=O)NCc3ccc(F)cc3)N2C(C)=O)cc1 (stereo not given)
    -3	.	-8	-6	-0.2	1	-17	-3
> CC(C)(CNC(=O)COc1ccccc1Cc1ccccc1)N1CCOCC1
    -3	.	.	3	0.1	-2	.	.
> COc1ccc(NC(=O)N(C)C[C@@H]2Oc3ccc(NC(=O)Cn4cnnn4)cc3CC(=O)N([C@@H](C)CO)C[C@H]2C)cc1
    -21	.	.	1	0.1	-2	0	0

Reprinted at random: two records from the list, in no set order.
Values run as follows: S100A4 inh HTS	E-sel inducer	FN deposit inh	EWS-Fli block	XiGFP reactiv	RAD52 inh	RAD54 inh	esBAF inh
> Cc1cc(N)n2nc(-c3ccccc3)cc2n1
    -30	.	-17	-20	0.0	-21	7	.
> CC(C)(CNC(=O)COc1ccccc1Cc1ccccc1)N1CCOCC1
    -3	.	.	3	0.1	-2	.	.
